GLP1R cytotox: cytotoxic in the GLP-1 receptor inverse agonist counter-screen; HEK293 cAMP-luciferase reporter cells, luminescence, 24 h; Potency, µM (series often up to 38.3 µM), without a hit: top-dose activity change, negative = inhibition, usual class: inhibitors; 410,000 tested, 0.13% active; AID 624418;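 also: loss of luciferase light is scored as toxicity; potency is read from the fitted curve at half-maximal effect; % is scaled to controls: 0 for no effect and ±100 for the full control effect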
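To flag toxic compounds, the library was rerun on cells for 24 hr at 37 deg C and 5% CO2. Viability-linked luminescence was captured 12 min after adding luciferase detection reagent.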
GLP1R ag: activates the human GLP-1 receptor; P43220; HEK293 GLP-1R CRE-luciferase, luminescence, 4-6 h; cells express a hypersensitive GLP-1R form; Potency, µM (highest dose often 45.6 µM), for the others: top-dose activation, actives largely listed as activators; 380,000 tested, 0.007% active; also: potency is read from the fitted curve at half-maximal effect; % of control where 0% means no effect
IL-2 act: IL-2 activation; AID 652025; activation, % (series mostly up to about 46 µM); 360,000 tested, 0.065% active; IL-2 activation reporter assay, cell-based qHTS; stimulated with anti-CD3/CD4/CD28 beads; in transgenic mouse T cells; in the data active = activation above about 50%; inconclusive = mostly about 30% to 49%; also: 0% is about no effect
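Quantitative HTS in unstimulated transgenic mouse T cells, with memory T cells as non-tolerant control and PMA/ionomycin as tolerance-bypass control. Compound pretreatment lasted 60 minutes before 18 h bead stimulation; EGFP/DsRed fluorescence read.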
GLP-1R inv ag: inverse agonists of human GLP-1 receptor | HEK293 GLP-1R CRE-luciferase, luminescence, 24 h; GLP-1R form is constitutively active | P43220 | Potency, µM (highest dose often 38.3 µM), for inactives: at the top dose activity change, negative = inhibition, hits mostly inhibitors | 410,000 tested, 1.6% active; also: potency is read from the fitted curve at half-maximal effect; % is scaled to controls: 0 for no effect and ±100 for the full control effect; nearly all actives have a fitted effect of over 55% in size
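Readout was luciferase luminescence, measured 12 min after detection reagent at room temperature. Beforehand, GLP-1R reporter HEK293 cells had sat 12 h, then received compounds for 24 hr at 37 deg C.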
PLK1 PBD block: PLK1 (human) polo-box domain binding inhibition | P53350 | Plk1 PBD binding of FITC phosphopeptide, fluorescence polarization | Potency, µM, for the others: max response, negative = inhibition, actives largely listed as inhibitors | 360,000 tested, 2.8% active; also: potency is read from the fitted curve at half-maximal effect; series mostly up to about 57 µM; % is scaled to controls: 0 for no effect and ±100 for the full control effect; nearly all actives have a fitted effect of over 65% in size
Target sequence (P53350 whole entry, looked up, the tested form may be a part): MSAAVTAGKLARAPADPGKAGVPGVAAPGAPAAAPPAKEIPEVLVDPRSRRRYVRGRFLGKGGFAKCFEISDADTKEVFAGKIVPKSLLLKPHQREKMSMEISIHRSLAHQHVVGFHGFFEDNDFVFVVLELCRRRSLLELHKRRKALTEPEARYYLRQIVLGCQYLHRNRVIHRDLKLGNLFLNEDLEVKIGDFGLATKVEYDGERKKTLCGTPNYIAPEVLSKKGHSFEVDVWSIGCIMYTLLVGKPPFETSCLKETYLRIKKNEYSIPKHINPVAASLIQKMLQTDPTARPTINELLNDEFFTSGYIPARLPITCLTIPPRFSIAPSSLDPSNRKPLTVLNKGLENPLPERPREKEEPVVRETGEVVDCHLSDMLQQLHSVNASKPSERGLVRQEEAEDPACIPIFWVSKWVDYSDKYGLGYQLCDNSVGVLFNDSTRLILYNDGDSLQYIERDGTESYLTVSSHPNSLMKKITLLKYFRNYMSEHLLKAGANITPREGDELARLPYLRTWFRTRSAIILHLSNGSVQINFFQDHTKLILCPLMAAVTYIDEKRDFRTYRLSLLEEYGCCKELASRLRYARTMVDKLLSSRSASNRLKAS
WRN inhibitor: WRN helicase (human) inhibition; AID 651768; 360,000 tested, 0.46% active; WRN helicase unwinding, fluorescent forked duplex, kinetic; Potency, µM (top dose mostly 114 µM), inactives show top-dose activity change, negative = inhibition, actives largely listed as inhibitors; also: potency is read from the fitted curve at half-maximal effect; % is scaled to controls: 0 for no effect and ±100 for the full control effect; nearly all actives have a fitted effect of over 55% in size
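Enzyme (20 nM final) and test compound sit together 15 min at room temperature before substrate addition. Substrate is a single-forked duplex oligonucleotide (100 nM) labelled with fluorophore and quencher, with 2 mM ATP; helicase unwinding raises red fluorescence, read kinetically.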
PI5P4Ka inh: blocks human PI5P4K alpha kinase activity; P48426; PI5P4Kalpha enzyme, ADP-Glo luminescence, 60 min; hits give low values; max response, %; 330,000 tested, 1.2% active; AID 652105; active = max response of -50% or lower; inconclusive = between -30% and -50%; inactive = -30% or higher; also: value at the top dose of about 77 µM; % is scaled to controls: 0 for no effect and ±100 for the full control effect
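PI5P4Kalpha ADP-Glo assay; 5 microM ATP final; 60 min RT reaction; HEPES pH 7.4/EGTA/CHAPS, 5% DMSO; controls lacking substrate or enzyme; luminescent end-point.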
DRD3 agonist: activates the human D3 dopamine receptor; P35462; 410,000 tested, 0.58% active; max activation, %; AID 652048; D3R DiscoveRx beta-arrestin cells, luminescence, 90 min; in the data active = max activation above about 30%; also: 0% is about no effect; mostly tested at two doses, the higher about 12 µM
Target sequence (P35462 whole entry, looked up): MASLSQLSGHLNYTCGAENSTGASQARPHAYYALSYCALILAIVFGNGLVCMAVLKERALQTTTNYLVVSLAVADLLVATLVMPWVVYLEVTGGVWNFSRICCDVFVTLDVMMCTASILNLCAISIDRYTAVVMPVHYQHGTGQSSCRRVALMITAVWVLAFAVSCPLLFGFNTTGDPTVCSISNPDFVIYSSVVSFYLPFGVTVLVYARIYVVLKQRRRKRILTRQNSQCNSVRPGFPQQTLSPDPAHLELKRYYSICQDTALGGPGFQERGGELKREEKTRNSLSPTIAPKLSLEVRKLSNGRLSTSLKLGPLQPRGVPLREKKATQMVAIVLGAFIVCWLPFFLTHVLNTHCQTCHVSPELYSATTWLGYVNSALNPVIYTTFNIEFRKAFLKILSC
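Agonist-mode cell screen: cells plated at 1500/well and incubated overnight at 37 °C, then exposed to library compounds for 90 min at 37 °C. Detection reagent was added for 30–60 min at room temperature, and luminescence was read.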
DRD3 antagonist: D3 dopamine receptor (human) antagonism | P35462 | 360,000 tested, 2.5% active | max response, negative = inhibition, % | D3R cells, DiscoveRx beta-arrestin luminescence, antagonist mode; hits give low values; in the data active = max response below about -50%; inconclusive = no clear call, values can overlap the other calls; also: % is scaled to controls: 0 for no effect and ±100 for the full control effect; mostly tested at two doses, the higher about 12 µM
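Cells plated overnight at 1500 cells/well, then exposed to library compounds with dopamine controls for 90 minutes at 37 degrees C. DiscoveRx reagent added for 30–60 minutes at room temperature; luminescence read, quantitative HTS format.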
Numbers without * were called inactive; ? = inconclusive; / = no result given; & = joins results of further samples; ! = repeats disagree; [ ] = another dose, or the depositor's remark. Unless noted, calls follow the shape of the dose curve; as a rule, active = well fitted curve in the direction sought with a large enough effect; inconclusive = small, poorly fitted or top-dose-only effect, or another doubt; inactive = no such curve, though single readings can be large; an effect the other way counts as inactive or inconclusive. Compounds as they come, and some 7.8% of all compounds hit somewhere here.

Screens by letter: A = GLP1R cytotox; B = GLP1R ag; C = IL-2 act; D = GLP-1R inv ag; E = PLK1 PBD block; F = WRN inhibitor; G = PI5P4Ka inh; H = DRD3 agonist; I = DRD3 antagonist
CCCCN(C(=O)C1CC(=O)N(CCc2ccc(OC)c(OC)c2)C1)c1c(N)n(CC(C)C)c(=O)[nH]c1=O (stereo not drawn)
  A: 0%	B: 6%	C: 1.0	D: 8%	E: -10%	F: 4%	G: 2	H: 6	I: 5
COC(=O)c1c(NC(=O)c2cccnc2Cl)sc(C(=O)N(C)C)c1C
  A: -10%	B: 7%	C: 0.5	D: 9%	E: -9%	F: -16%	G: -3	H: -3	I: 1
Cc1ccc(/C=N/NC(=O)CSc2ccccn2)o1
  A: -8%	B: 3%	C: 0.3	D: 12%	E: -13%	F: 8%	G: 0	H: 0	I: 37
C/C(=N\NC(=O)c1nn(C)cc1Br)c1ccncc1
  A: -9%	B: 1%	C: -1.9	D: 15%	E: 7%	F: 0%	G: 1	H: 2	I: 12
Clc1cccc2sc(N3CCCCC3)nc12
  A: -2%	B: 0%	C: -1.0	D: 4%	E: 0%	F: -3%	G: 1	H: 6	I: 33
O=C(N/N=C/c1ccc(O)cc1)c1cc(C23CC4CC(CC(C4)C2)C3)[nH]n1
  A: -32%	B: 15%	C: -0.6	D: 1.4µM*	E: 1%	F: -12%	G: -12	H: -13	I: -26
COc1ccccc1/C=C/C(=O)c1c2c(c(C)[nH]c1=O)CCCC2
  A: -21%	B: -15%	C: -4.5	D: -10%	E: -13%	F: -8%	G: /	H: -9	I: 19
CSc1ccccc1C(=O)C1CCCN(S(=O)(=O)N(C)C)C1 (stereo not drawn)
  A: 4%	B: 11%	C: -0.2	D: ?	E: -11%	F: 3%	G: -1	H: 1	I: 0
C=CCNC(=S)N(CC=C)C1CCS(=O)(=O)C1 (stereo not drawn)
  A: -9%	B: 11%	C: 0.5	D: -1%	E: -5%	F: 4%	G: 3	H: 12	I: -4
O=C(Nc1cc(C(=O)N2CCCC2)ccc1N1CCCC1)c1ccccc1F
  A: 4%	B: 3%	C: 1.2	D: 0%	E: -4%	F: 0%	G: /	H: 61*	I: 56
CCOC(=O)c1c(NC(=O)c2ccco2)n(C2CCCCC2)c2nc3ccccc3nc12
  A: 173%[activator]	B: 4%	C: 1.5	D: ?	E: -23%	F: -28%	G: /	H: -11	I: -23
CCC(Oc1ccccc1)C(=O)OCC(=O)Nc1c(C)nn(-c2ccccc2)c1C (stereo not drawn)
  A: -10%	B: 3%	C: 0.5	D: 0%	E: -1%	F: 0%	G: -13	H: 2	I: 18
O=C(NCCCN1CCCC1=O)Nc1ccccc1Cl
  A: 0%	B: 4%	C: -5.1	D: 22%	E: -10%	F: -1%	G: 1	H: 1	I: -1
CCOc1ccccc1NS(=O)(=O)c1ccc2oc(=O)ccc2c1
  A: -4%	B: -4%	C: 1.5	D: 7%	E: -8%	F: -5%	G: -1	H: 6	I: 8
S=C(Nc1ccccc1)N1CCN(c2ccccc2)CC1
  A: 1%	B: 9%	C: -0.7	D: ?	E: -2%	F: -3%	G: -13	H: -8	I: -18

Rewritten as tab-separated lines: 2 of the compounds above.
Structure	GLP1R cytotox	GLP1R ag	IL-2 act	GLP-1R inv ag	PLK1 PBD block	WRN inhibitor	PI5P4Ka inh	DRD3 agonist	DRD3 antagonist
CCOc1ccccc1NS(=O)(=O)c1ccc2oc(=O)ccc2c1	-4%	-4%	1.5	7%	-8%	-5%	-1	6	8
C=CCNC(=S)N(CC=C)C1CCS(=O)(=O)C1 (stereo not drawn)	-9%	11%	0.5	-1%	-5%	4%	3	12	-4

Other results follow.
Screens by letter: A = GLP1R cytotox; B = GLP1R ag; C = IL-2 act; D = GLP-1R inv ag; E = PLK1 PBD block; F = WRN inhibitor; G = PI5P4Ka inh; H = DRD3 agonist; I = DRD3 antagonist
CCN(c1ccccc1)S(=O)(=O)c1ccc(Cl)c(NC(=O)CNC(C)c2ccccc2)c1 (stereo not drawn)
  A: 2%	B: 3%	C: 1.2	D: ?	E: -1%	F: -20%	G: 6	H: 4	I: 4
COc1ccc(C(CNCC(O)COc2c(C)ccc(C)c2C)N(C)C)cc1 (stereo not drawn)
  A: 2%	B: 5%	C: 0.3	D: ?	E: 1%	F: 0%	G: 7	H: -14	I: -5
COc1ccc(NC(=O)C(c2ccc(C)cc2)N(C)C(=O)CC2NC(=O)NC2=O)cc1 (stereo not drawn)
  A: 10%	B: 6%	C: 4.3	D: 0%	E: 2%	F: 7%	G: 14	H: 14	I: 2
CN(CCC#N)CC(=O)Nc1ccc(S(N)(=O)=O)cc1
  A: -1%	B: 3%	C: 1.2	D: -4%	E: -19%	F: -6%[57.1 µM]	G: 13	H: 4	I: 9
COc1ccc(C2=Nc3ccccc3NC(=O)C2N(Cc2ccc(F)cc2)C(=O)c2ccco2)cc1 (stereo not drawn)
  A: -13%	B: -2%	C: -0.5	D: ?	E: -13%	F: -7%	G: -23	H: -9	I: ?
O=C1C2C(C(=O)N1CCc1ccccc1)C1C=CC2C12CC2 (stereo not drawn)
  A: -26%	B: 2%	C: 0.4	D: -21%	E: 0%	F: -2%	G: /	H: 15	I: 14
CN(C)CCNC(=O)c1ccccc1-c1ccccc1
  A: -7%	B: -2%	C: 1.2	D: 0%	E: -4%	F: -2%	G: 0	H: 1	I: -3
CCn1nccc1NC(=O)c1csc([C@@H]2C[C@H](O)[C@@H](CO)O2)n1
  A: 7%	B: -4%	C: -0.3	D: 2%	E: -9%	F: -4%	G: 0	H: -14	I: -7
Cc1nc2ccc(S(=O)(=O)NCC(=O)N(C)Cc3ccccc3)cc2s1
  A: 1%	B: 12%	C: -1.9	D: 18%	E: -20%	F: -4%	G: -3	H: -5	I: 10
O=C(Cc1nnc(NC(=O)c2cccc([N+](=O)[O-])c2)s1)NCc1ccccc1
  A: 1%	B: -9%	C: 1.3	D: 21%	E: -4%	F: -12%	G: -6	H: 0	I: -9
CC(C)C[C@H]1CN([C@@H](CC(C)C)CN2CCC[C@H]2CN2C(=O)C(=O)NC[C@@H]2Cc2ccc(O)cc2)C(=O)C(=O)N1CCc1ccccc1
  A: -3%	B: 1%	C: 1.2	D: 9%	E: -11%	F: 3%	G: -7	H: -10	I: 0
CN(C)C=Nc1ncc2c([nH]c3ccccc32)c1C#N
  A: -11%	B: 4%	C: -0.5	D: -3%	E: -4%	F: -5%	G: 2	H: -1	I: 99
O=C(NCc1ccc(Cl)cc1)C1CCN(S(=O)(=O)c2cccs2)CC1
  A: 2%	B: 18%	C: -1.4	D: -10%	E: 2%	F: -3%	G: 3	H: 18	I: 1
COc1ccccc1C(=O)n1nc(-c2cccnc2)nc1N
  A: 3%	B: -3%	C: -2.7	D: 4%	E: 2%	F: 8%	G: 2	H: 4	I: 6
COC(=O)c1ccc(-c2noc(CN(C)CCC3CCCCO3)n2)cc1 (stereo not drawn)
  A: -6%	B: 18%	C: -0.1	D: ?	E: 1%	F: 7%	G: 7	H: 10	I: 7
c1cncc(-c2noc(-c3ccc4ccccc4c3)n2)c1
  A: -9%	B: 6%	C: -0.1	D: -5%	E: 3%	F: 7%	G: 0	H: 10	I: 17
COc1cccc2cc(C(=O)Nc3ccc(CC(=O)O)cc3)c(=O)oc12
  A: -4%	B: 6%	C: /	D: 0%	E: /	F: /	G: /	H: 3	I: /
Cc1ccc(S(=O)(=O)N(Cc2cc3ccccc3[nH]c2=O)CC2CCCO2)cc1 (stereo not drawn)
  A: -17%	B: 17%	C: -4.0	D: -10%	E: -5%	F: -2%	G: 10	H: 7	I: 19
O=C(/C=C/[C@H]1O[C@@H](n2cnc3c(NC(=O)c4ccccc4)ncnc32)[C@H](O)[C@@H]1O)NCCCN1CCCC1=O
  A: -1%	B: -4%	C: -0.4	D: 16%	E: -6%	F: -4%	G: -1	H: -19	I: 0
NS(=O)(=O)c1ccc(NC2=CC(c3ccc(F)cc3)N(c3ccc(S(N)(=O)=O)cc3)C2=O)cc1 (stereo not drawn)
  A: -5%	B: -3%	C: -0.5	D: 10%	E: -9%	F: 5%	G: -17	H: -8	I: -17
CCOC(=O)c1noc2ncn(CC(=O)Nc3cccc(Cl)c3)c(=O)c12
  A: 2%	B: 0%	C: /	D: -8%	E: /	F: /	G: /	H: -7	I: /
Cc1nc2ccccc2c(=O)n1NC(=O)c1cccnc1Cl
  A: -3%[7.66 µM]	B: 0%	C: 1.0	D: -1%[7.66 µM]	E: -12%	F: 0%	G: 3	H: 0	I: -6
CCN1CCN(Cc2ccc(NC(=O)c3ccc(C)c(/C=C/c4cnc(Nc5cc(N6CCNCC6)nc(C)n5)cn4)c3)cc2C(F)(F)F)CC1
  A: 17%&29%	B: -7%&-19%	C: -2.5&-5.1	D: ?	E: 59%&1%[activator]	F: 20µM*!	G: -74*	H: -5&-75	I: ?
CCn1nnnc1SCC(=O)Nc1nc2ccccc2s1
  A: 1%	B: 5%	C: -2.2	D: -10%	E: -3%	F: -2%	G: -2	H: -7	I: -8
Cc1ccc(NS(=O)(=O)c2ccc(C(=O)N3CC(C)OC(C)C3)cc2)cc1 (stereo not drawn)
  A: -4%	B: 1%	C: -0.4	D: -7%	E: -1%	F: 7%	G: 3	H: -2	I: 0
Cn1cc([N+](=O)[O-])c(C(=O)Nc2ccn(C34CC5CC(CC(C5)C3)C4)n2)n1
  A: -9%	B: 18%	C: 1.0	D: 71%[activator]	E: 4%	F: 3%	G: -3	H: 1	I: 10
CCN(CC)c1ccc(NC(=O)COC(=O)CCc2cc(OC)c(OC)c(OC)c2)cc1
  A: 0%	B: -4%	C: -2.7	D: 3%	E: -6%	F: 1%	G: -8	H: -1	I: 0
Cc1ccc2cccc(Oc3ncnc4scc(-c5ccc(Cl)cc5)c34)c2n1
  A: -2%	B: -2%	C: -3.7	D: 0%	E: -4%	F: -8%	G: 21	H: 4	I: -11

Assay outcomes: PubChem, National Center for Advancing Translational Sciences (NCATS)
